Screening results from PubChem BioAssay.
EWS-Fli inh: inhibitors of EWS/Fli oncoprotein transcriptional activity | A673 NR0B1-luciferase reporter, viability-normalised | inhibition, % at 12.6 µM | hit rate 0.67% among 350,000;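 active = mean inhibition of at least 50% after viability correction, with every replicate also passing that limit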;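 also: firefly luciferase signal divided by Alamar Blue viability fluorescence both relative to DMSO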
PAX8 inh HTS: lowers PAX8-driven luciferase in RMG-I cells; RMG-I TPO-luciferase reporter, SteadyGlo, 24 h; inhibition, % at 12.6 µM; hit rate 1.2% among 360,000;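 active = mean replicate inhibition at least 60% with every replicate also reaching 60%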;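 also: luciferase light reporting Pax8 driven TPO promoter activity; plate controls were median of neutral control wells for no effect and mitoxantrone controls for full effect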
FN deposit inh: fibronectin deposition inhibition. AID 743247. inhibition, % at 12.6 µM. AH1F fibroblasts, Alexa488-fibronectin deposition fluorescence, overnight. hit rate 0.086% among 350,000;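 active = mean inhibition across replicates of 30% or more, regardless of how many single replicates reach that level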;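 also: positive control wells lacked labelled fibronectin entirely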
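Assay system: AH1F fibroblast monolayer, labelled fibronectin deposition. Amount: 10000 cells per well. Also added: labelled fibronectin 24 nM. Compound: single-point pinned compound. Incubation: cell attachment 1 h, compound and FN exposure overnight. Detection: fluorescence after three HBSS washes, excitation 485 nm, emission 525 nm. Read-out: inhibition of fibronectin deposition signal.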
PGC1a acetyl inh: PGC1a acetylation modulation, inhibitor mode; inhibition, % at 15.6 µM; U2OS PGC1a acetylation, AlphaScreen anti-acetyl-lysine; with virally co-expressed GCN5 acetyltransferase; AID 651687; hit rate 0.17% among 350,000;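 active = every replicate shows inhibition of at least 40%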;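 also: 0% = neutral control wells and 100% = positive control wells; some results beyond the cut were filed as inactive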
miR-122 sensor: inhibitors of miR-122 in Huh7 cells. Huh7 miR-122 Renilla luciferase sensor, 48 h; neutral wells = 0, positive control = 100. activation (reporter increase), % at 12.5 µM. hit rate 0.3% among 340,000. AID 602342;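 active = mean replicate activation score at least 90 and every replicate individually at or above 90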;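 also: higher luciferase means less miR-122 activity so hits act as miR-122 inhibitors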
Cneo AK release: Cryptococcus neoformans lysis via adenylate kinase release; C. neoformans lysis, adenylate kinase release luminescence, 4 h; normalised: neutral wells 0, clomiphene wells 100; hit rate 0.2% among 360,000; AID 651654; lysis activity, % at 15 µM;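 active = mean lysis activity across replicates of at least 80%, whatever share of replicates individually reach that level; inactive = mean lysis activity below 80%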
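Material: C. neoformans cells; Schedule: 4 h static compound exposure, 37 °C, read 1 h post-reagent; Measured by: adenylate kinase release luminescence; Read-out: signal increase indicating cell lysis; Controls: Clomiphene as positive lysis control.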
LGR2 antag: blocks bursicon-induced cAMP signaling via Drosophila LGR2; AID 720647; hit rate 0.35% among 380,000; HEK293 LGR2, CRE-luciferase, bursicon-stimulated, 4 h; inhibition, % at 9.99 µM;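 active = drop in luminescence signal, shown as inhibition above about 50% in the replicate tests, limit read from the data, passing the limit was not always enough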;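 also: agonist challenge used bursicon conditioned medium at about half maximal strength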
Casp6 inh: blocks human caspase-6 cleavage activity; P55212; purified caspase-6, Z-VEID-R110 cleavage fluorescence; inhibition, % at 12.5 µM; hit rate 0.53% among 350,000; AID 686996;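 active = mean inhibition across replicates at least about 35%, with every replicate also reaching that limit, limit read from the data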;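 also: 0% = median of neutral control wells and 100% = no fluorescence left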
Target sequence (P55212 24-179 limits assumed): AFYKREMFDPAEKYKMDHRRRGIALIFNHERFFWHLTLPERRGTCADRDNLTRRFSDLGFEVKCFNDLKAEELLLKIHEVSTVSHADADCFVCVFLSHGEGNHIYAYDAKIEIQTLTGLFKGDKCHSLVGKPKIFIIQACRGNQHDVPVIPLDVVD
Target sequence (P55212 194-293 limits assumed): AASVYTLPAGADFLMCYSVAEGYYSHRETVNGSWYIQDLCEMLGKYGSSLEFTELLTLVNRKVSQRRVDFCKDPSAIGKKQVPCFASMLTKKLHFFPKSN
Active calls of the source: *; . = no result given; & = joins results of further samples; [ ] = remark or other dose.

Fields – EWS-Fli inh	PAX8 inh HTS	FN deposit inh	PGC1a acetyl inh	miR-122 sensor	Cneo AK release	LGR2 antag	Casp6 inh
O=C1C(=O)c2ccccc2C([O-])=C1[n+]1ccccc1
→ -45	10	-4	-6	0	5	-6	19
CN1CCN(C(=O)C[C@@H]2CC[C@@H]3[C@H](COc4ccc(NC(=O)C5CCOCC5)cc4C(=O)N3C)O2)CC1
→ 2	-20	4	.	.	3	8	-6
Cc1ccc2[nH]c(C(F)(F)F)cc(=O)c2c1
→ 12	-9	3	.	.	.	16	0
O=C(CCC(=O)N/N=C/c1ccc(Br)s1)NCc1ccccc1
→ 14	-1	1	7	-5	-1	.	-4
O=C(c1cc2c(ccc3ccccc32)oc1=O)N1CCCC1
→ .	-6	5	-2	-6	-2	.	.
CCc1ccc(NC(=O)CNC(=O)Cn2ccc3ccccc3c2=O)cc1
→ -12	0	-9	.	.	-2	11	0
CCCNC(=O)C1(C)CCCN(C(=O)COCc2ccccc2)C1 (configuration not stated)
→ 5	-7	.	-6	.	0	2	-5
CC(C)Cc1nnc(NC(=O)c2cc(-c3ccncc3)nc3ccccc23)s1
→ -9	4	-4	7	-13	-6	9	1
CC(CCc1ccccc1)NC(=O)C(=O)N1CCOCC1 (configuration not stated)
→ -3	-11	1	-6	.	.	5	-1
COCCNC(=O)c1onc(CSc2cccc(OC)c2)c1C(=O)NCCOC
→ 2	10	-3	-1	7	0	3	0
O=C(OCc1nnc(-c2ccccc2)o1)C1CC(=O)N(CCc2ccccc2)C1 (configuration not stated)
→ -34	-28	4	0	-3	-2	-16	6
COc1ccc(NC(=O)Nc2cccs2)cc1OC
→ -46	.	.	.	-2	-17	-18	-3
N#Cc1cccc(-c2ccc(C3[C@@H]4CN(C(=O)C5CCC5)C[C@H]3N4)cc2)c1 (some centres not stated)
→ -2&3	.	2&-6	-5&-5	.	.	47&4	1&1
CC(C)OC(=O)c1cccnc1N1CCN(c2ccc(F)cc2)CC1
→ .	.	0	15	-2	-1	.	.
Cn1c(=O)n(CC(=O)N2CCN(c3nnc(-c4ccccc4)c4ccccc34)CC2)c2ccccc21
→ .	13	-6	.	-5	0	.	.
CCOC(=O)C1(Cc2cccc(OC)c2)CCN(C2CCOCC2)CC1
→ 17	2	-5	1	5	.	-18	-3
CCC(NC(=O)c1ccc2nc(Cc3ccc(OC)cc3)oc2c1)c1ccncc1 (configuration not stated)
→ .	9	4	4	66	-6	9	-4
CCC(=O)N1CCc2cc(S(=O)(=O)NC(C(=O)NC(C)c3ccccc3)C(C)C)ccc21 (configuration not stated)
→ .	-12	4	-4	-6	0	.	.
O=C(NC1CCCC1)C(c1ccco1)N1CCC(O)(c2ccc(Cl)cc2)CC1 (configuration not stated)
→ -7	-20	6	.	.	.	0	1
Cc1oc2c(c(C)cc3oc(=O)c(CC(=O)NCCCO)c(C)c32)c1C
→ -3	29	-3	1	-9	-3	-8	-2
COc1ccccc1NCc1ccc([N+](=O)[O-])s1
→ .	8	9	3	2	5	-1	.
O=c1c2ccccc2cnn1-c1ccc(Cl)nn1
→ -23	-47	7	.	.	.	-8	-1
CC1CCCN(C(=O)c2ccc3c(=O)n(C4CCCC4)c(=S)[nH]c3c2)C1 (configuration not stated)
→ 10	22	.	-4	-6	17	14	4
C[C@@H]1CN([C@H](C)CO)C(=O)CCCn2cc(nn2)CO[C@H]1CN(C)Cc1ccc2c(c1)OCCO2
→ 1	.	-1	10	-3[16.7 µM]	.	13	.
COc1ccc(C(=O)OCC(=O)N2CCCCCC2)cc1S(=O)(=O)N1CCOCC1
→ -1	0	-7	-3	-6	1	-2	1
CCOC(=O)C1CCN(C(=O)CCc2c(C)nc3cc(-c4ccccc4)nn3c2C)CC1
→ 41	-24	3	1	3	-4	-49	1
CN1C(=O)C(C)(C)N(C(=O)c2cccc([N+](=O)[O-])c2)c2ccccc21
→ 8	32	-2	-8	-5	-3	-1	1
CC(C)Cc1nnc(NC(=O)c2ccc3c(c2)OCCO3)s1
→ -22	-157	2	.	.	-3	3	0
O=C(c1ccccn1)N1C[C@@H]2[C@H](c3ccccc31)[C@H](CO)N2C(=O)C1CCCC1
→ -8	-7	4	1	-20[16.7 µM]	-3	-19	2
COc1ccc(S(=O)(=O)Nc2ccc3c(c2)C(=O)N([C@@H](C)CO)C[C@H](C)[C@H](CN(C)S(=O)(=O)c2ccc(OC)cc2)OCCCC[C@@H](C)O3)cc1
→ -4	-6	-6	-10	6[16.7 µM]	-9	-2	.
CN(C)CC(=O)Nc1ccc2c(c1)[C@H]1C[C@H](CC(=O)NCCc3ccccc3)O[C@@H](CO)[C@H]1O2
→ -10	-8	.	3	8[16.7 µM]	4	-2	-1
COC(=O)c1ccc(OC(=O)CCN2C(=O)C3C4c5ccccc5C(c5ccccc54)C3C2=O)cc1 (configuration not stated)
→ -15	7	-13	0	3	3	-19	1
O=C(NCCSc1ccc(Cl)cc1)c1ccco1
→ .	-15	-8	7	-4	3	.	.
C[C@H](NCCc1ccc(O)cc1)[C@H](O)c1ccc(O)cc1
→ 10	-17	4	.	2	0	10	6
O=C(CN1CCCCC1)Nc1ccc(Br)cc1[N+](=O)[O-]
→ -21	-19	6	-1	1	-1	-10	2
Cc1ccc(S(=O)(=O)Nc2ccc3c(c2)C(=O)N([C@H](C)CO)C[C@H](C)[C@H](CN(C)C(=O)NC2CCCCC2)O3)cc1
→ 5	14	.	-1	-13[16.7 µM]	0	-6	5
O=[N+]([O-])c1ccc2c(c1)c1ccccc1n2CCO
→ 5	-11	0	-4	0	2	-1	0
O=C(NNC(=O)c1cccs1)c1ccc(F)cc1
→ -33	-36	19	.	.	2	-13	0
Cc1c(NC(=O)NC2CCCCC2)cccc1[N+](=O)[O-]
→ 10	-2	-5	14	157*	-1	-18	-4
N#Cc1c(SCc2ccccc2)sc(C(=O)c2ccccc2)c1N
→ .	.	.	-2	-5	4	-1	.

A different layout for some results above:
smiles	EWS-Fli inh	PAX8 inh HTS	FN deposit inh	PGC1a acetyl inh	miR-122 sensor	Cneo AK release	LGR2 antag	Casp6 inh
Cc1ccc(S(=O)(=O)Nc2ccc3c(c2)C(=O)N([C@H](C)CO)C[C@H](C)[C@H](CN(C)C(=O)NC2CCCCC2)O3)cc1	5	14	.	-1	-13[16.7 µM]	0	-6	5
O=[N+]([O-])c1ccc2c(c1)c1ccccc1n2CCO	5	-11	0	-4	0	2	-1	0

Continued:
Fields – EWS-Fli inh	PAX8 inh HTS	FN deposit inh	PGC1a acetyl inh	miR-122 sensor	Cneo AK release	LGR2 antag	Casp6 inh
CCCNC(=O)N1CC2(C1)[C@@H](c1ccccc1)[C@@H](CO)N2C(=O)c1ccncc1
→ -4	-1	.	5	.	.	6	0
NC(=O)C1CCN(c2oc(-c3cccs3)nc2S(=O)(=O)c2ccc(Cl)cc2)CC1
→ -2	-6	-8	.	.	-1	-12	-3
Oc1cccc(N2CCN(c3cccc(O)c3)CC2)c1
→ -64	-119	4	.	.	.	-38	1
CCc1nc2c(OCCc3cccc(OC)c3)cccn2c1N(C)C(=O)c1ccc(C)cc1
→ 13	1	31*	.	2	1	-2	7
CCOc1ccc(S(=O)(=O)Nc2ccc(C(=O)N3CCC3)cc2)cc1
→ 8	9	2	.	.	.	-7	-17
CC(C)Oc1ccc(C(CC(=O)O)NC(=O)Cc2ccccc2)cc1 (configuration not stated)
→ 8	-18	-10	-7	12	0	4	-2
COc1cccc(NC(=O)CSc2nc(=O)n(CCN(C)C)c3c2CCCC3)c1
→ 2	0	-15	.	.	-1	-6	3
O=C(N/N=C/C(Br)=C/c1ccccc1)NC1CCCCC1
→ -43	1	15	.	.	.	-32	1
Cc1ccc(C(=O)Nc2ccc(N3CCOCC3)nc2N2CCOCC2)cc1
→ 15	-1	-1	2	-2	0	0	-1
COc1ccc(-c2c(C)n([O-])c3c([n+]2=O)CCCCC3)cc1OC
→ 9	11	8	-15	-3	.	-25	3
O=C(Oc1ccccc1-c1csnn1)c1cccs1
→ -1	-9	0	5	.	.	0	2
CSCCC(NC(=O)COc1ccccc1)C(=O)N(C)Cc1cccc(F)c1 (configuration not stated)
→ -4	12	5	-1	48	-2	4	2
c1ccc(OCc2nnc3n2CCCCC3)cc1
→ -2	4	6	0	-13	1	-7	-1
O=C(C[C@@H]1CC[C@H](NC(=O)c2ccc3c(c2)OCO3)[C@H](CO)O1)NC1Cc2ccccc2C1
→ 0	0	-1	-1	-3[16.7 µM]	0	-1	2
O=C(NCc1ccccn1)c1cc(-n2cnnc2)ccc1Cl
→ .	9	7	.	-14	3	.	.
Cc1ccc(SSc2cc(C)ccc2N)c(N)c1
→ -46	-49	-2	-2	7	0	-57	-2
N#C[C@H]1[C@H](c2ccc(-c3cccnc3)cc2)[C@@H](CO)N1C(=O)C1CCOCC1
→ -2	-9	-9	1	.	0	4	0
CCc1cccc(CC)c1NC(=O)C1CCN(C(=O)c2ccco2)CC1
→ -4	-10	-6	.	5	-1	-1	3
CCNC(=O)Nc1ccc2c(c1)C(=O)N(C)[C@@H]1CC[C@H](CC(=O)NCC3CC3)O[C@@H]1CO2
→ -5	17	5	5	-33[16.7 µM]	0	3	.
O=C(COc1ccccc1)Nc1nnc(-c2ccc3c(c2)CCCC3)o1
→ -55	-112	-8	-6	-1	1	-38	0
Cn1cc(C(=O)N2CCN(c3ccccc3)CC2)c(=O)c2cc(S(=O)(=O)N3CCCC3)ccc21
→ .	-9	-6	8	-1	-1	3	2
O=C(CN1C(=O)NC2(CCCC2)C1=O)c1ccc(Cl)s1
→ -14	-13	2	.	.	.	-15	2
COC(=O)c1c(C)[nH]c(C(=O)CN2C(=O)NC3(CCOc4ccccc43)C2=O)c1C (configuration not stated)
→ -3	-8	-7	-4	-4	0	4	6
Cc1ccc(-c2nnc(SCC(=O)NNC(=O)COc3cccc4ccccc34)n2C)cc1
→ -23	.	2	.	.	.	1	0
CCOc1ccccc1CNCCNC(=O)c1nonc1N
→ 3	-13	-6	3	.	.	5	-2
COCC(=O)Nc1ccc2c(c1)OC[C@H](C)NC[C@H](C)[C@H](OC)CN(C)C2=O
→ -3	-3	0	.	1[16.7 µM]	-4	-17	-12
COc1ccc(C2=CC(=O)C[C@H](c3ccc(OC)cc3)C2)cc1
→ -50	-63	-39	-7	-2	1	-34	4
CCCNC(=O)N[C@H]1C=C[C@H](CC(=O)NCCc2ccccc2)O[C@@H]1CO
→ 4	-4	0	-5	.	-12	-18	6
C=CCNC(=O)C1CCN(c2cc(C)nc(-c3ccccc3)n2)CC1
→ 5	2	1	-6	6	.	14	-1
COc1ccccc1/C=C1\SC(=S)N(CCC(=O)Nc2cc(C)on2)C1=O
→ 52*	-11	-1	-7	-1	.	19	-1
C[C@@H]1CN([C@H](C)CO)C(=O)Cc2cc(NC(=O)C3CCCCC3)ccc2O[C@@H]1CN(C)Cc1ccc(-c2ccccc2)cc1
→ 21	15	.	-2	-11[16.7 µM]	1	1	-3
N#C/C(=C\c1ccc(Sc2ccccc2)o1)c1nc2ccccc2[nH]1
→ -63	-141	-2	5	5	-3	-68	-1
O=C(Cc1ccccc1)NNC1CC(=O)N(c2ccccc2)C1=O (configuration not stated)
→ 8	-3	-3	.	.	.	-3	-4

Limited to FN deposit inh and LGR2 antag (3 entries from above):
SMILES,FN deposit inh,LGR2 antag
C=CCNC(=O)C1CCN(c2cc(C)nc(-c3ccccc3)n2)CC1,1,14
COc1ccccc1/C=C1\SC(=S)N(CCC(=O)Nc2cc(C)on2)C1=O,-1,19
C[C@@H]1CN([C@H](C)CO)C(=O)Cc2cc(NC(=O)C3CCCCC3)ccc2O[C@@H]1CN(C)Cc1ccc(-c2ccccc2)cc1,.,1

Random draw from the library; about 2.5% have a hit in one of these screens.
